# PERK inhibitor = blocks human PERK kinase. CHO PERK-DD fusion, SEAP luminescence translation reporter. inhibition, % at 5.6 µM. Q9NZJ5. 220,000 tested, 0.17% active;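 active means inhibition above the mean inhibition of all tested compounds plus 3 SD, set separately per screening campaign, cut at about 2.9% in these data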;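 further: PERK kinase domain activated by AP20187 dimerizer at 100 nM; 0% = DMSO with dimerizer and 100% = rapamycin at 8.4 µM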
# FXIa inh 1536 = blocks human coagulation factor XIa protease activity; P03951; purified FXIa, Boc-Glu-Ala-Arg-AMC fluorogenic substrate; inhibition, % at 5 µM; 220,000 tested, 0.14% active;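 active means inhibition of at least 40%; inactive means inhibition below 40%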;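 further: fluorescence of freed AMC excited at 355 nm; 0% = enzyme without compound and 100% = no enzyme blank; many of its hits are not listed in these tables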
# Target sequence (P03951 19-387 limits assumed): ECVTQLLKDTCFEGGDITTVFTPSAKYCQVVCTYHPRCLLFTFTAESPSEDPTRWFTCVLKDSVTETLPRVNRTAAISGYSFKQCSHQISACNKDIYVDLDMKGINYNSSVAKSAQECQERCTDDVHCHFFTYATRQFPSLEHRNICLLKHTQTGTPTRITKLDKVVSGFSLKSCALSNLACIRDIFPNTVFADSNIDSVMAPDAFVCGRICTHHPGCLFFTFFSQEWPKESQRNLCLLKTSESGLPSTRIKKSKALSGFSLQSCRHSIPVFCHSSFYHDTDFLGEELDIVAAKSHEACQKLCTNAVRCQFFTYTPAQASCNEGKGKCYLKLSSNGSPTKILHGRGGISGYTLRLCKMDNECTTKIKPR
# Target sequence (P03951 388-625 limits assumed): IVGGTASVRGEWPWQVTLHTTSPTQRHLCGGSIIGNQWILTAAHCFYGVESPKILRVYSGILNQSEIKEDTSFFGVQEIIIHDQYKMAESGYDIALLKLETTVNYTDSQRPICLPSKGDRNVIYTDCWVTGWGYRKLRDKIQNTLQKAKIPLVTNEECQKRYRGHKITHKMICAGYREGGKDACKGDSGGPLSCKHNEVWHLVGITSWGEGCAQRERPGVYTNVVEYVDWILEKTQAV
# m-calpain inh = calpain II (pig) inhibition. purified calpain II, fluorogenic peptide substrate, 30 min. inhibition, % at 16 µM. 220,000 tested, 0.37% active. AID 1236;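 active means inhibition above about 50%, limit read from the data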
# KLK5 inh = inhibitors of human kallikrein 5. inhibition, % at 5 µM. recombinant hK5, fluorogenic AMC substrate cleavage. Q9Y337. 210,000 tested, 0.59% active;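 active means inhibition of 40% or more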;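 further: 0% = enzyme controls without compound and 100% = no-enzyme blanks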
# Target sequence (Q9Y337 67-293 limits assumed): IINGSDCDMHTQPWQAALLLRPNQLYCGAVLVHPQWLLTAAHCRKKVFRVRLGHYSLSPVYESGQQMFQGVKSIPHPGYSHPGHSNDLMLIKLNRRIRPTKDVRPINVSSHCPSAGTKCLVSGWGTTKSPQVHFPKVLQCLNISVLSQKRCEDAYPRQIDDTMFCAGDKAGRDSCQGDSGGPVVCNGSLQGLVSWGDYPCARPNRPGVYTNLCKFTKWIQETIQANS
# Cl transport mod = KCC2 (human) Cl- transport modulation | Q9H2X9 | KCC2 cells, thallium flux FluoZin-2 fluorescence | B-score of Tl+ flux slope (higher = more flux/activation; lower = inhibition) at 10 µM | 190,000 tested, 2.2% active | AID 1456;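 active means thallium flux slope and its plate-corrected score both differing from the plate sample mean at a set confidence after two filtering rounds, in either direction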;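 further: slope of fluorescence scaled to starting intensity during 10 to 20 s after thallium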
# Furin inhibitor = inhibitors of human furin. purified furin, fluorogenic substrate cleavage. P09958. inhibition, % at 30 µM. 220,000 tested, 0.061% active; in the data active means inhibition above about 25%; further: inactives centre near -15
# Rad51 HR inh = blocks human Rad51 in homologous recombination; AID 1385; inhibition, % at 10 µM; Q06609; hRad51 DNA strand exchange, fluorescence dequenching; 200,000 tested, 0.085% active;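 active means inhibition above 40% at the single screening dose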;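 further: 0% = DMSO control wells and 100% = blanks with heterologous ssDNA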
#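 Material: Human Rad51 nucleoprotein filaments preassembled on unlabelled ssDNA | Also added: Labelled 47-mer dsDNA for strand exchange | Dosing: Single dose, 10 µM final compound | Schedule: 30-min compound preincubation and 15-min exchange, both room temperature | Technique: Fluorescence dequenching at 485/520 nm | Measure: Percent inhibition relative to plate controls and blanks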
# thrombin 1536 = blocks human thrombin protease activity. P00734. alpha-thrombin, Boc-VPR-AMC fluorogenic substrate cleavage. AID 1046. inhibition, % at 5 µM. 220,000 tested, 0.26% active;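 active means inhibition at or above 40%; inactive means inhibition below 40%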;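 further: 0% = enzyme with no compound and 100% = wells without enzyme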
#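 System: human alpha-thrombin protein; Compound dosing: one concentration per compound, 5 µM, with 0.2% DMSO; Timing: reaction at room temperature; Technique: AMC fluorescence, 355/460 nm; Controls: enzyme without compound as high, wells lacking enzyme as low.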
# FXIIa inh 1536 = blocks human coagulation factor XIIa protease activity. P00748. purified FXIIa, Boc-QGR-AMC fluorogenic substrate, 2 h. inhibition, % at 5 µM. 220,000 tested, 0.3% active; in the data active means inhibition above about 40%;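 further: 0% = enzyme with no compound and 100% = blank without enzyme; many of its hits are not listed in these tables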
# The depositor's hits bear a star; i = inactive; nt = not tested or not shown; [ ] = dose if it differs, or a comment. The list is partial, so the mix of outcomes need not match the whole.
KLK5 inh,Cl transport mod,Furin inhibitor,FXIa inh 1536,PERK inhibitor,m-calpain inh,Rad51 HR inh,thrombin 1536,FXIIa inh 1536,canonical_smiles
3,nt,-14[20 µM],4,-0.7,-20,-10,8,14,COC(=O)c1ccc(C)c(NS(=O)(=O)c2ccc(OC)cc2)c1
14,nt,-2,14,-0.8,22,-7,29,24,COc1ccc2c(c1)c(C(=O)CN1CCOCC1)c(C)n2C
0,-2.1,-12,6,-0.8,-9,-3,-5,4,Cc1ccc(S(=O)(=O)c2nc(S(C)(=O)=O)sc2NCc2ccc3c(c2)OCO3)cc1
-3,nt,-15[20 µM],-4,-0.7,16,13,1,11,O=C(CCCn1c(=S)[nH]c2cc3c(cc2c1=O)OCO3)N1CCN(C2CCCCC2)CC1
-10,-0.31,-16,-1,0.1,-9,5,5,16,CCC(C)(C)NC(=O)CN(C(=O)c1csnn1)c1cccc2c1CCCC2
1,-2,-15,-5,1.1,15,1,-5,0,Cc1nnsc1-c1c(C(=O)Oc2ccccc2)c(C)nn1-c1ccccc1
7,1.3,-15[20 µM],15,0.3,-3,1,1,16,Cc1cc2c(nn1)CCC/C2=N\O
12,-0.29,-15[20 µM],8,1.2,9,-8,9,20,O=C(CN1C(=O)c2ccccc2S1(=O)=O)N1CCc2ccccc21
10,nt,-14,1,0.4,6,0,-1,16,COC(=O)n1c(=O)oc2ccccc21
-30,nt,-9,-9,-0.2,-3,-4,-4,4,CCCCn1c(SCC(=O)Nc2cc(C)on2)nc2c1c(=O)n(C)c(=O)n2C
-111,-0.38,-112,-13,-1.0,i,5,-7,-5,Cc1ccc(S(=O)(=O)c2c(N)n(NC(=O)C3CC3)c3nc4ccccc4nc23)cc1
-3,-0.65,-24,-5,1.1,1,1,6,4,Cc1ccccc1C(=O)OC(C)CN1CCN(C)CC1 (stereo unspecified)
16,nt,-14,3,-0.8,8,-3,-4,10,CCCC(=O)Nc1ccc(N2CCN(C(=O)c3cccs3)CC2)cc1
-1,-0.84,-21,3,1.1,-19,-2,-7,6,CCOc1ccc(/C=N/Nc2nncc(-c3ccccc3)n2)cc1OC
-8,0.6,-20,-5,0.8,-14,-9,-6,8,O=C(CCn1c(=S)oc2ccccc21)Nc1ccc(F)cc1
nt,-0.15,-14,2,0.8,3,nt,-3,6,COc1ccc(CCC(=O)N/N=C\c2cccs2)cc1
2,0.58,-13,1,0.4,-20,2,-3,7,COc1cccc(/C=N/NC(=O)c2cccs2)c1
7,0.82,-18,3,1.8,-4,0,0,13,O=C1c2cccnc2C(O)N1Cc1ccccc1 (stereo unspecified)
2,0.25,-15,6,0.4,33,-10,nt,11,COCCSc1nnc(NS(=O)(=O)c2ccc(F)cc2)s1
38,nt,-13,-6,0.2,-3,-11,1,10,CC(C)(C)c1[nH]nc2c1C(c1ccccc1OC(=O)N1CCOCC1)C(C#N)=C(N)O2 (stereo unspecified)
-19,1.1,-22[20 µM],9,-0.3,-18,-3,-1,10,O=C(CSc1nnc(-c2ccco2)n1CC1CCCO1)NC1CCCC1 (stereo unspecified)
4,-0.31,-20,3,1.6,-16,-1,6,7,O=S(=O)(CCc1ccccc1)N1CCOCC1
0,0.19,-7,1,1.2,10,nt,1,2,CN1/C(=C\C=C(/C#N)C(=O)Nc2ccccc2F)C(C)(C)c2ccccc21
-21,0.056,-14,6,0.4,9,nt,-2,8,O=[N+]([O-])c1cccc(C2Nc3cccc4cccc(c34)N2)c1
2,0.34,-20,-1,0.9,11,8,-2,4,COc1cccc(NC(=O)Cn2c(=O)oc3cc(S(=O)(=O)N4CCCC4)ccc32)c1
-16,0.51,-3,-1,-1.6,8,0,-7,-8,COCCN(C(=O)CCC(=O)Nc1ccccn1)C(C(=O)NCCC(C)C)c1ccc(OC)cc1 (stereo unspecified)
0,0.04,-6,-1,-0.1,-87,-19,-2,7,O=C(NCc1ccc(F)cc1)c1c2c(nc3ccccc13)CCC2
-2,0.37,-13,3,1.2,-14,14,5,11,CC(C)N(CCC#N)C(=O)Nc1ccc2c(c1)CCO2
-5,-1.4,-25,-7,1.4,-6,14,1,8,Cc1ccc(-c2n[nH]c(S(C)(=O)=O)c2C#N)cc1
68*,nt,-11,14,-0.3,14,1,16,0,CC(=O)NC(C)c1ccc(Cl)c(Cl)c1 (stereo unspecified)
1,1.1,-23,-1,1.4,-21,22,-3,15,Cc1cc(C)nc(NC(=O)c2ccc(Cl)cc2)n1
-2,-0.15,-20,-2,0.1,-63,4,-10,3,CCN1CC(CN(C)Cc2cn(-c3ccc(C)cc3)nc2-c2cccc(C)c2)CC1=O (stereo unspecified)
-7,-0.91,-23,-17,-1.1,18,2,-2,0,COc1ccc2nc(NC(=O)Cc3ccc(OC)c(S(=O)(=O)N4CCOCC4)c3)sc2c1
9,nt,-15,-4,-0.1,25,0,0,12,COc1ccc(C2CC(c3cc(OC)ccc3OC)n3nnnc3N2)cc1 (stereo unspecified)
-7,1,5[20 µM],7,-1.4,0,1,3,12,CCCCCC(=O)Nc1nc(C)c(-c2csc(Nc3cc(OC)ccc3OC)n2)s1
-4,0.5,-7,1,-0.7,4,-1,-2,12,O=C(O)c1cc2ccccc2n1-c1ccccc1
-6,-0.19,-8,-5,-0.3,-22,-22,-15,1,COC(=O)c1c[nH]n2c(=O)c(C(C)C)c(C)nc12
-26,0.64,-21,-5,0.9,25,2,-4,-1,CCCCOC(=O)Nc1ccccc1C(N)=O
-32,-2.5,-4[20 µM],-3,0.9,-5,-11,-9,5,O=C(Nc1ccc(O)cc1C(=O)O)c1ccc2c(c1)C(=O)N(Cc1ccco1)C2=O
-7,nt,-15,18,1.5,-9,nt,-6,25,CCCCn1c(SCC(=O)Nc2cc(C)on2)nc2ccccc2c1=O
-10,-1.5,-23,-4,0.2,6,6,-8,2,NC(=O)Cc1ccc(C(=O)c2ccc(Cl)cc2)s1
-4,-1.7,-17,-4,-0.2,24,-3,-4,4,Cc1ccc(C(=O)OCC(=O)Nc2cc(S(=O)(=O)N3CCOCC3)ccc2C)cc1
-8,-1.3,-23,0,0.7,8,0,-3,-6,O=[N+]([O-])c1ccccc1OCc1nc(-c2cccs2)no1
45*,1.1,-10,53*,0.1,-45,-12,9,25,O=C1c2ccc(-c3ccc4c(c3)C(=O)N(CCO)C4=O)cc2C(=O)N1CCO
-10,-1.8,-23,-1,-0.9,12,18,4,14,CCc1nc(SCC(=O)NCC2CCCO2)c2oc3ccccc3c2n1 (stereo unspecified)
3,-0.073,-15,-4,-0.8,17,6,-4,8,COc1ccc(OC)c(-n2c(SCC(C)=O)nnc2-c2cccc(S(=O)(=O)N(C)C)c2)c1
1,0.57,-32,0,2.1,-26,36,-2,8,CCC(C)C(=O)Nc1nccs1 (stereo unspecified)
-18,nt,-9,-9,0.2,-39,3,1,-11,COc1ccc(OC)c(S(=O)(=O)N2CCC(C(=O)Nc3cccc(C)c3C)CC2)c1
4,nt,-20,5,1.0,-7,-2,1,16,COCCNC(=O)COC(=O)CSCc1nc2ccccc2s1
-19,0.33,-23,7,1.3,-34,nt,-5,14,O=C(Cc1cccs1)NCc1cn2ccccc2n1
3,i,-7,-1,0.5,-6,i,-4,2,CN(C)c1ccc(/C=C/C(=O)c2c(O)c3ccccc3oc2=O)cc1
2,-0.21,-16,-6,0.7,-4,-9,0,8,COc1ccc(NS(=O)(=O)c2ccc3c(c2)oc(=O)n3C)c(OC)c1
-9,1.1,-12,-5,0.3,7,6,-4,6,CCOC(=O)C1=C(N)Oc2cc(C)n(C)c(=O)c2C1c1ccncc1 (stereo unspecified)
-4,0.33,-23,25,0.8,-2,7,1,17,O=C(NCCCO)/C(=C\c1cn(-c2ccccc2)nc1-c1cccnc1)NC(=O)c1ccccc1
-3,-0.52,-17,-5,0.6,4,-9,-3,1,Cc1cc(OCC(=O)c2ccc(C(F)(F)F)cc2)n2cnnc2n1
47*,-0.98,-25,17,1.1,6,5,24,18,O=C(CSc1ncnc2c1oc1ccccc12)Nc1ccccc1C(F)(F)F
-15,nt,-16,-2,0.5,46,-2,-16,10,Cn1nc(C(=O)OCC(=O)N2CCc3ccccc32)c2ccccc2c1=O
-5,0.95,-18,-4,0.6,-5,5,13,0,CN(C)CCCN(Cc1ccccc1)C(=S)Nc1cccc(C(F)(F)F)c1
-15,-1,-2[20 µM],3,-0.9,13,5,0,11,O=C(CN(Cc1ccccc1)S(=O)(=O)c1ccccc1)N/N=C/c1ccc2c(c1)OCO2
-5,-1.3,-14,-8,0.2,-7,-5,-13,1,O=C(Cn1cnc2ccccc2c1=O)Nc1ccc(S(=O)(=O)N2CCCC2)cc1

# Whole records from above. Values in the order: KLK5 inh	Cl transport mod	Furin inhibitor	FXIa inh 1536	PERK inhibitor	m-calpain inh	Rad51 HR inh	thrombin 1536	FXIIa inh 1536
# Record of O=C(NCCCO)/C(=C\c1cn(-c2ccccc2)nc1-c1cccnc1)NC(=O)c1ccccc1 → -4	0.33	-23	25	0.8	-2	7	1	17
# Record of COCCNC(=O)COC(=O)CSCc1nc2ccccc2s1 → 4	nt	-20	5	1.0	-7	-2	1	16
# Record of CCc1nc(SCC(=O)NCC2CCCO2)c2oc3ccccc3c2n1 (stereo unspecified) → -10	-1.8	-23	-1	-0.9	12	18	4	14

# Later entries
KLK5 inh,Cl transport mod,Furin inhibitor,FXIa inh 1536,PERK inhibitor,m-calpain inh,Rad51 HR inh,thrombin 1536,FXIIa inh 1536,canonical_smiles
-2,-0.67,-21,2,0.6,-122,0,-3,-2,Cc1ccc(/C(O)=C2\C(=O)C(=O)N(CCc3c[nH]c4ccccc34)C2c2cccnc2)cc1 (stereo unspecified)
nt,0.0043,8,-5,1.4,18,nt,-4,1,CN1C[C@@H]2C[C@@H](c3cccn3-c3nccs3)N3CCC[C@@]23C1=O
122*,1.1,-10,4,0.5,11,-2,16,2,COc1cc(NC(=O)c2nccnc2C(=O)O)cc(OC)c1
-19,-1,-16,4,-0.1,6,-1,-8,1,Cc1c(CNC2CCCC(C)C2C)c(C(=O)O)c(C)n1Cc1ccccc1 (stereo unspecified)
7,-0.34,-17,12,1.5,16,13,4,9,C=CCNc1scc(-c2ccccc2)[n+]1CC=C
-5,nt,-1,-7,0.2,-4,6,0,1,NC(=O)CCS(=O)(=O)c1ccc(Cl)cc1
-6,0.77,-24,-2,0.8,10,7,-5,2,COC(=O)C(=NNc1c(C)n(C)n(-c2ccccc2)c1=O)C(=O)OC
-25,-0.021,-3,21,1.2,-27,4,2,26,COc1cc(-c2nnc(CSc3nnc(N)s3)o2)cc(OC)c1OC
-2,0.064,-19,-2,0.1,-24,33,-4,4,COc1cccc(CNC(=S)Nc2cc(OC)ccc2OC)c1
4,0.14,-26[20 µM],6,0.1,-2,-5,1,20,CC(=O)C1C(c2ccc(C)cc2)c2c(n[nH]c2C)CC1(C)O (stereo unspecified)
-7,-0.46,-6[20 µM],10,-0.8,-3,4,-1,10,CCC(C(=O)NCc1ccccc1OC)n1nc(C)n2c(cc3occc32)c1=O (stereo unspecified)
-2,nt,-24[20 µM],4,1.8,9,-7,2,13,O=C(NNS(=O)(=O)c1ccc(F)cc1F)C1Cc2c(ccc3ccccc23)O1 (stereo unspecified)
-19,67*,-14,-3,0.6,-13,-1,-5,3,O=C(NC(=S)NNC(=O)[C@H]1C[C@@H]1c1ccccc1)c1cccc(F)c1

# Source: PubChem (several laboratories)
